Screening data (PubChem)
FEN1 inh: qHTS Assay for the Inhibitors of Human Flap endonuclease 1 (FEN1); P39748; Potency, µM (highest dose often 114 µM), for the others: at the highest dose activity change, negative = inhibition, hits mostly inhibitors; AID 588795, 2011; hit rate 0.35% among 390,000; Recombinant FEN1 flap cleavage, fluorescence, 15 min; note: nearly all actives have a fitted effect of over 65% in size
Target sequence (P39748 whole entry, looked up): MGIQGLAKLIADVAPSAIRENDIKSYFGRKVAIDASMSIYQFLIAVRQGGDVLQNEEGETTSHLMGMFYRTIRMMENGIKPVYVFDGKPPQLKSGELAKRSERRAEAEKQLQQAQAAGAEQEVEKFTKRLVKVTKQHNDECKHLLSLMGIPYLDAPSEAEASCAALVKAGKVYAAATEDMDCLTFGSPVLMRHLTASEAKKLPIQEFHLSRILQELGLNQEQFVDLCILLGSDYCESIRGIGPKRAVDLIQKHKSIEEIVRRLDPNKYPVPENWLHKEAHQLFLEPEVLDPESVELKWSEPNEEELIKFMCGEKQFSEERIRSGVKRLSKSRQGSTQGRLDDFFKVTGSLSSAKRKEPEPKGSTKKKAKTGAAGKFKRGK
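Read-out was taken twice, immediately and after 15 min, following addition of 50 nM substrate to 10 nM FEN1 that had sat with test compound for 15 min at room temperature. Curves came from a four-parameter Hill model.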
N370S GC: qHTS Assay for Inhibitors and Activators of N370S glucocerebrosidase as a Potential Chaperone Treatment of Gaucher Disease | Lysosomal acid glucosylceramidase (Homo sapiens), P04062 | N370S GC spleen homogenate, 4MU-glucoside fluorescence | Potency, µM (series often up to 59.4 µM), without a hit: top-dose activity change, negative = inhibition, usual class: inhibitors | hit rate 0.092% among 330,000 | AID 2101, 2009;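 note: 0% = full enzyme activity and -100% = no enzyme basal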
GCN5L2 inh: qHTS Assay for Inhibitors of GCN5L2; Histone acetyltransferase KAT2A (Homo sapiens), Q92830; GCN5L2 HAT assay, ThioGlo1 CoA-SH fluorescence; Potency, µM (highest dose often 58.9 µM), without a hit: at the top dose activity change, negative = inhibition, hits mostly inhibitors; hit rate 0.21% among 390,000
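qHTS, 1536-well. 20nM enzyme, pH 7.5 HEPES/EDTA/Tween-20 buffer; 15 min compound preinc., RT. Start: 75uM H3(1-25), 70uM AcCoA, 50uM ThioGlo1. Read Ex340/Em540 at t=0 (autofluorescence flag) and t=20 min.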
The depositor's hits bear a star; ? = inconclusive; . = no result given; & = joins results of further samples. Calls come from the whole dose curve; as a rule, active = well fitted curve in the direction sought with a large enough effect; inconclusive = small, poorly fitted or top-dose-only effect, or another doubt; inactive = no such curve, though single readings can be large; an effect the other way counts as inactive or inconclusive. Unless noted, % is set by controls: 0 for no effect and ±100 for the full control effect; potency is the fitted concentration of half-maximal effect.

item | GCN5L2 inh | N370S GC | mol | FEN1 inh
1 | -3% | -25% | COc1cc(CN2C(=O)C(NC(=O)c3ccco3)(C(F)(F)F)C3=C2CC(C)(C)CC3=O)cc(OC)c1 (stereo not drawn) | -4%
2 | -13% | 7% | Oc1ccccc1C1=Nc2ccccc2N=C(c2cccs2)C1 | -1%
3 | 2% | . | COC(=O)c1ccccc1NC(=O)COC(=O)/C=C/c1cccs1 | -14%
4 | -6% | 10% | O=C(NC(N1CCOCC1)C(Cl)(Cl)Cl)c1ccccc1Cl (stereo not drawn) | 5%
5 | -5% | . | CCCn1c(=O)c2sccc2n2c(CCCC(=O)Nc3ccc(Oc4ccc(Cl)cc4)cc3)nnc12 | 7%
6 | 3% | -4% | C/C(=N\NC(=O)Cc1cccn1C)c1ccc([N+](=O)[O-])cc1 | -19%
7 | -9% | 2% | COc1ccc(C(C)NC(=O)c2ccoc2C)cc1OC (stereo not drawn) | 12%
8 | -21% | . | CCCN(c1ccccc1CC)S(=O)(=O)c1ccc2c(c1)CC(C)N2C(=O)C1CC1 (stereo not drawn) | 2%
9 | -15% | 7% | CCN(CC(=O)Nc1c(F)cccc1F)C(=O)c1ccc(NC(=O)CC2SC(N3CCCC3)=NC2=O)cc1 (stereo not drawn) | -4%
10 | -1% | -2% | O=C(Nc1nc2c(s1)CCCC2=O)c1cnccn1 | 15%

Grouped by structure: those above containing four or more nitrogen atoms.
item | GCN5L2 inh | N370S GC | mol | FEN1 inh
5 | -5% | . | CCCn1c(=O)c2sccc2n2c(CCCC(=O)Nc3ccc(Oc4ccc(Cl)cc4)cc3)nnc12 | 7%
6 | 3% | -4% | C/C(=N\NC(=O)Cc1cccn1C)c1ccc([N+](=O)[O-])cc1 | -19%
9 | -15% | 7% | CCN(CC(=O)Nc1c(F)cccc1F)C(=O)c1ccc(NC(=O)CC2SC(N3CCCC3)=NC2=O)cc1 (stereo not drawn) | -4%
10 | -1% | -2% | O=C(Nc1nc2c(s1)CCCC2=O)c1cnccn1 | 15%

(continued)
item | GCN5L2 inh | N370S GC | mol | FEN1 inh
11 | -6% | -5% | CCN1CCN(c2c(C=O)c(Cl)nc3ccc(OC)cc23)CC1 | ?
12 | -5% | -6% | O=c1c2ccccc2nc2n1C(CSc1ccc(F)cc1)CN2 (stereo not drawn) | 1%
13 | 21% | . | Cc1ccc(-n2ncc(C(=O)NCCN3CCC(Cc4ccccc4)CC3)c2C2CCN(C(=O)OC(C)(C)C)CC2)cc1 | -9%
14 | -8% | 1% | COc1cc(/C=N/NC(=O)Cn2cnc3ccccc3c2=O)ccc1O | -12%
15 | -2% | 3% | Cn1nc(CC(=O)Nc2ccc3c(c2)CCC3)c2ccccc2c1=O | -8%
16 | -16% | -7% | CNC(=S)N1CCN(c2nc(-c3ccc(F)cc3)cs2)CC1 | 0%
17 | -2% | . | CC(=O)N1CCN(C(=O)c2ccc(Cl)c(S(=O)(=O)N3CCCC3)c2)CC1 | 1%
18 | -16% | 0% | CCC(C)c1ccc(NC(=O)CN(C)CC(=O)Nc2cccc(OC)c2)cc1 (stereo not drawn) | -6%
19 | 2% | . | Cc1ccc(C(=O)NCC(c2ccc3c(c2)OCO3)N2CCOCC2)cc1C (stereo not drawn) | -6%
20 | -14% | . | CN(c1ccccc1)S(=O)(=O)c1cccc(NC(=O)c2ccc(Cl)c([N+](=O)[O-])c2)c1 | -9%

item | GCN5L2 inh | N370S GC | mol | FEN1 inh
21 | -15% | 10% | O=C1/C(=C/c2ccccc2)SC(=S)N1N1C(=O)C2CC2C1=O (stereo not drawn) | 13%
22 | -4% | 0% | CN(C(=O)c1cccc(Br)c1)C1CCS(=O)(=O)C1 (stereo not drawn) | 13%
23 | -11% | 22% | CCCN1CCC(=O)N([C@H](CSc2ccc(Br)cc2)c2ccccc2)CC1 | -5%
24 | -7% | -24% | Cc1cc(NC(=O)CCN2CCN(CCO)CC2)ccc1Br | -2%
25 | 3% | -3% | CC1CCCCN1C(=O)COC(=O)CNC(=O)c1sc2ccccc2c1Cl (stereo not drawn) | 13%
26 | -3% | -22% | Cc1cc(C)c2nc(N3CCN(C(=O)c4cccs4)CC3)sc2c1 | -10%
27 | -3% | . | COc1ccc(NC(=O)N(C)C[C@H]2Oc3ccc(NC(=O)Cc4ccccc4)cc3CC(=O)N([C@H](C)CO)C[C@H]2C)cc1 | 6%
28 | 1% | -3% | COc1ccccc1Nc1ccc(Nc2ccccc2OC)nn1 | -10%
29 | -7% | 0% | c1ccc(N2CCN(CC3CCCCC3)CC2)cc1 | 2%
30 | -3% | . | O=C(CSc1nnc(Nc2ccccc2F)s1)NC1CCS(=O)(=O)C1 (stereo not drawn) | 4%

item | GCN5L2 inh | N370S GC | mol | FEN1 inh
31 | -14% | 2% | Cc1nn(C)c(C)c1/C=C/C(=O)c1ccc(Cl)cc1Cl | 0%
32 | -1% | 1% | COc1ccc(NC(=O)CN(C)C(=O)/C=C/c2ccc(OCc3ccccc3)cc2)cc1 | 4%
33 | -16% | . | CC(C)c1ccc(C2Sc3ccccc3NC3=C2C(=O)c2ccccc23)cc1 (stereo not drawn) | -22%
34 | 28µM* | . | CCOC(=O)C1CCCN(C(=O)c2cc(-c3ccco3)nc3ccccc23)C1 (stereo not drawn) | 56µM*
35 | -2% | 1% | O=C(CO/N=C/c1ccc(OC(F)F)cc1)NC1CCCCC1 | 18%
36 | -1% | . | O=C(Cn1nc(-c2ccccc2)oc1=O)OCC(=O)c1ccccc1 | 1%
37 | 4% | -7% | CN(C)C(CNC(=O)c1cnc(Cl)c(Cl)c1)c1ccccc1 (stereo not drawn) | 2%
38 | -3% | -1% | COc1cc(N)c(Cl)cc1C(=O)OCC(=O)N1CCCC1 | -1%
39 | -6% | . | COc1ccc(CNC(=O)CCC(=O)c2ccc(F)cc2)cc1OC | 10%
40 | 18% | . | CCc1nnc2c3ccccc3nc(N3CCN(c4cc(Cl)ccc4C)CC3)n12 | -4%

Part of the list above, field by field.
37. CN(C)C(CNC(=O)c1cnc(Cl)c(Cl)c1)c1ccccc1 (stereo not drawn)
  GCN5L2 inh: 4%	N370S GC: -7%	FEN1 inh: 2%
38. COc1cc(N)c(Cl)cc1C(=O)OCC(=O)N1CCCC1
  GCN5L2 inh: -3%	N370S GC: -1%	FEN1 inh: -1%
39. COc1ccc(CNC(=O)CCC(=O)c2ccc(F)cc2)cc1OC
  GCN5L2 inh: -6%	N370S GC: .	FEN1 inh: 10%
40. CCc1nnc2c3ccccc3nc(N3CCN(c4cc(Cl)ccc4C)CC3)n12
  GCN5L2 inh: 18%	N370S GC: .	FEN1 inh: -4%

Next part:
item | GCN5L2 inh | N370S GC | mol | FEN1 inh
41 | -1% | -2% | O=C(CC(CC(=O)c1ccccc1)c1ccccc1)c1ccccc1 | -21%
42 | -5% | -10% | CCOC(=O)N1CCN(C(=O)c2cn(CC)c3cc(N4CCN(C)CC4)c(F)cc3c2=O)CC1 | .
43 | -2% | -14% | Cc1cc(C(C)(C)C)cc(C)c1N | -5%
44 | -2% | 2% | COC(=O)C1=C(N)OC2=C(C(=O)CC(C)(C)C2)C1c1cccnc1 (stereo not drawn) | -4%
45 | 1%&-5% | -28% | Cc1ccc(N(C)C(=O)CC(C)S(=O)(=O)c2ccc3c(c2)NC(=O)CO3)cc1 (stereo not drawn) | -6%&16%
46 | -4% | . | COc1ccc(C2=C(c3ccc(OC)c(OC)c3)CN3CCCCC3C2)cc1 (stereo not drawn) | -5%
47 | -3% | 1% | COC(=O)CSc1nnc(NC(=O)CCc2ccccc2)s1 | 15%
48 | -3% | -11% | CN(C(=O)/C=C/c1ccccc1)C1CCS(=O)(=O)C1 (stereo not drawn) | 4%
49 | -20% | -15% | COC(CNC(=O)CCc1c(C)nc2c(-c3ccccc3)c(C)nn2c1C)OC | 1%
50 | -1% | -7% | COc1ccccc1CN1C(=O)CCC1(C)C(=O)NC1CCCCCC1 (stereo not drawn) | 4%

item | GCN5L2 inh | N370S GC | mol | FEN1 inh
51 | -1% | 6% | O=C(N/N=C/c1ccccc1)c1ccc2c(c1)OCO2 | 24%
52 | 24% | 8% | COc1ccc(OCCCCN2CCC(C)CC2)cc1 | -14%
53 | -5% | -5% | N#CNC(=Nc1ccccc1)SCc1ccc(C(=O)O)cc1 | -5%
54 | -23% | 0% | Cc1nc(-c2ccc(NC(=O)c3ccccc3C)cc2)cs1 | -4%
55 | -9% | 23% | CN(C)c1ncc2nc(-c3cc(F)cc(F)c3)c(=O)n(C)c2n1 | .
56 | 2% | -23% | CCOC(=O)c1sc(NC(=O)CSc2n[nH]c(C)n2)nc1C | -4%
57 | -7% | -12% | Nc1ccc(Oc2ccc3c(c2)OCO3)cc1 | 0%
58 | 17% | 0% | COC(=O)C1CN(C(=O)C(C)Oc2cccc(C)c2C)c2ccccc2O1 (stereo not drawn) | -4%
59 | -14% | . | CCOC(=O)c1noc2ncn(Cc3cccc(C#N)c3)c(=O)c12 | 7%
60 | -2% | -2% | COc1ccc(-n2c(SCC(=O)NC3CCCCC3)nc3ccsc3c2=O)cc1 | 2%

item | GCN5L2 inh | N370S GC | mol | FEN1 inh
61 | 4% | . | CCc1ccc(NC(=O)Cn2c(=O)n(Cc3ccc(C)cc3)c(=O)c3cccnc32)cc1 | 3%
62 | -7% | 3% | CC1(C)Cc2c(sc3ncn4nc(CCC(=O)O)c(=O)nc4c23)CO1 | -1%
63 | -2% | -14% | Cc1ccc2oc(-c3ccccc3)nc2c1 | 17%
64 | -4% | . | COc1ccc(OC)c(/C=C/C(=O)OCC(=O)NC2CCCCCCC2)c1 | -19%
65 | -2% | . | COc1cc(C(=O)OCC(=O)c2ccccc2)cc2c1OCCO2 | -18%
66 | -10% | -18% | CC(C)[C@@H](C(=O)NC1CCN(Cc2ccccc2)CC1)N1C(=O)N2CCc3c([nH]c4ccccc34)[C@@]2(C)C1=O | -5%
67 | -12% | 6% | CCc1ccc(CN(C(=O)c2oc3ccccc3c2C)C2CCS(=O)(=O)C2)cc1 (stereo not drawn) | -17%
68 | -8% | ? | CCCCOc1ccc(NC(=O)Nc2nnc(C)s2)cc1 | 1%
69 | ? | 13% | COc1ccc(C(=O)/C=C/c2ccccc2C(F)(F)F)cc1 | -9%
70 | -2% | . | CC(c1ccccc1)N1CC(C(=O)Nc2ccc(F)cc2)CC1=O (stereo not drawn) | -8%

item | GCN5L2 inh | N370S GC | mol | FEN1 inh
71 | 1% | -1% | O=C(c1nc2ccccn2c1CNCCn1ccc2ccccc21)N1CCOCC1 | -13%
72 | -27% | -2% | CCCNC(=O)c1cc(Cl)c(NC(=O)C2=CSCCO2)cc1OC | 2%
73 | -1% | -29% | CCOP(=O)(OCC)/C(=C/N1CCCCC1)NC(=O)c1ccccc1 | -3%
74 | -5% | 7% | O=C(Nc1ccccc1-c1ccccc1)c1cccs1 | 3%
75 | -2% | -7% | COC(=O)c1ccccc1-n1c(C)nc(=O)c(-c2ccccc2)c1C | -12%
76 | -5% | 4% | O=C(O)CCn1c2c(c3ccccc31)CCCC2 | 3%
77 | 0% | . | Cc1ccc(S(=O)(=O)N2CCOCC2)cc1C(=O)N1CCN(c2ccc(C(F)(F)F)cn2)CC1 | -9%
78 | 10% | 8% | S=C(NCCc1ccccc1)NCc1cccs1 | -4%
79 | -3% | -9% | CCCCC1CCC(/C(N)=N/O)CC1 (stereo not drawn) | 3%
80 | -5% | 6% | Nc1ccc(S(=O)(=O)Nc2ccnn2-c2ccccc2)cc1 | -13%&13%&0%

item | GCN5L2 inh | N370S GC | mol | FEN1 inh
81 | -3% | 1% | COc1cccc(CNC(=O)c2n[nH]c3ccccc23)c1 | 6%
82 | 0% | 17% | COc1ccc(OC)c(NC(=O)CN(C)S(=O)(=O)c2ccc(Cl)cc2)c1 | -4%
83 | 0% | . | Cc1ccc(OCc2nc(-c3ccc(C(=O)N4CCN(c5ccccc5F)CC4)cc3)oc2C)cc1 | -10%
84 | -4% | -1% | COc1ccc(C(=O)N2CCC(CCC(=O)Nc3cccc(C)c3)CC2)cc1 | 0%
85 | 2% | . | CCOCCCn1c(SC(C)C(=O)NCC2CCCO2)nc2sc(C)c(C)c2c1=O (stereo not drawn) | -3%
86 | -3% | 9% | COc1ccc(OC)c(NC(=O)Cc2coc3ccc(C)cc23)c1 | -24%
87 | -12% | . | Cc1cc(NC(=O)c2cc(-c3ccncc3)nc3ccccc23)ccc1Br | 14%
88 | -15% | . | C=CCC[C@@H](Cc1ccc(F)cc1)C(=O)O[C@H](CNC(=O)[C@H](CC=C)CC(=O)N(CCO)Cc1ccccc1)c1ccccc1 | -29%
89 | 2% | . | COc1ccc(NC(=O)c2ccco2)cc1NC(=O)COc1ccc(C)cc1C | -4%

This is a random part of the collection (roughly 0.54% active in at least one column).
